Assay outcomes as filed in PubChem BioAssay.
PLCg1 inh = PLC-gamma1 enzyme inhibitors, primary screen, biochemical, fluorescence, purified enzyme; 1-phosphatidylinositol 4,5-bisphosphate phosphodiesterase gamma-1 (Homo sapiens), P19174; fluorogenic substrate; inhibition, % at 12.2 µM; 0.84% of 370,000 active; AID 720700, 2013; in the data active means inhibition above about 9.5%
Target sequence (P19174 whole entry, looked up): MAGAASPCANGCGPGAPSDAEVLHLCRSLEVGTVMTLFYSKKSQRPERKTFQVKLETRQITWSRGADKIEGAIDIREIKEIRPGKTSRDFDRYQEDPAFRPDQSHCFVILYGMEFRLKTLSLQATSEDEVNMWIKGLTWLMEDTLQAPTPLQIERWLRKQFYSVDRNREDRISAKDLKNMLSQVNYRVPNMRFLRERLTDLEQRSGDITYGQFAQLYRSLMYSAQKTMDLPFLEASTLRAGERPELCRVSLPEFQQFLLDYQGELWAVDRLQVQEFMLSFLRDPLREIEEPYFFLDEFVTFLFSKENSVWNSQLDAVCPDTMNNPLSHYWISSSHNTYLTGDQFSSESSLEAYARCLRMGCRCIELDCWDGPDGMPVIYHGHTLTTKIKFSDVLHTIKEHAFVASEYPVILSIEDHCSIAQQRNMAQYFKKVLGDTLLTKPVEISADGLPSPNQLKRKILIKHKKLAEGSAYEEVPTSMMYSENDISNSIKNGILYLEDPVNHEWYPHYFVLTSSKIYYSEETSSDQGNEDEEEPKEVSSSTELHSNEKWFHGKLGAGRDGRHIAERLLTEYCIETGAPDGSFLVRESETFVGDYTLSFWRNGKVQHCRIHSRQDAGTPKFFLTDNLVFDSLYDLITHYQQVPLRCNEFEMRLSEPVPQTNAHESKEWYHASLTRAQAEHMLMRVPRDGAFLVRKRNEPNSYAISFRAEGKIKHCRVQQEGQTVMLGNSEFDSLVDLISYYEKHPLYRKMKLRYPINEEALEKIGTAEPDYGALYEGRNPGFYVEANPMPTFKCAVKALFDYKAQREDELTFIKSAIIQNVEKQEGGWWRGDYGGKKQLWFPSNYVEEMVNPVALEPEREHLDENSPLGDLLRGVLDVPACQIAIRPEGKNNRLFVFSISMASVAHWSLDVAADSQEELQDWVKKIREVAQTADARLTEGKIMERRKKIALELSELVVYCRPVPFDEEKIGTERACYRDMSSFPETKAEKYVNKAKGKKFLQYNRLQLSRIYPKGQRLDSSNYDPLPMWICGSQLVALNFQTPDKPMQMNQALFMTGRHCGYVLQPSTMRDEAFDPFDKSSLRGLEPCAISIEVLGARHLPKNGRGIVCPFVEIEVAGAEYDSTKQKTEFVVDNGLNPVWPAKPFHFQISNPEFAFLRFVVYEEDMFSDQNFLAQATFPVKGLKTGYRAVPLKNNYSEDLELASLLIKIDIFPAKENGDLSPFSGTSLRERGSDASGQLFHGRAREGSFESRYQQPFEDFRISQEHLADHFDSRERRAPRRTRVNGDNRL
PLCb3 inh = human PLC-beta3 inhibitors, primary screen, biochemical, fluorescence; inhibition, % at 12.2 µM; 0.18% of 370,000 active; Purified PLC-beta3, fluorogenic substrate; in the data active means inhibition above about 11%;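 further: 0% = median of compound wells on plate and 100% = full blocker control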
NR1D1 modulator = modulators of Rev-erb alpha DNA binding, primary screen, biochemical, FITC-DNA, fluorescence polarization, uHTS. Nuclear receptor subfamily 1 group D member 1 (Homo sapiens), P20393. Rev-erbα–FITC-DNA binding, 90 min. activity, % at 10 µM. 0.79% of 370,000 active. AID 1259318, 2017;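 active means activity above about 14%, limit read from the data; passing the limit was not always enough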;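 further: 0% = DMSO wells with 35 nM protein and 100% = DMSO wells with 750 nM protein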
hcDAF-12 act = H. contortus DAF-12 nuclear receptor activators, primary screen, cell-based, luminescence, HEK293, lit1-tk-luc reporter. HEK293 hcDAF-12 lit1-tk-luc reporter; 0% DMSO, 100% Δ7-dafachronic acid. activation, % at 6.8 µM. 1.4% of 370,000 active;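 active means activation above the mean of all tested compounds plus 3 SD, cut at about 5.5% in these data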;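 further: 100% = response to 3 µM Δ7-dafachronic acid high control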
DAX1 inh-1 = DAX1 (NR0B1) inhibitors on StAR promoter, primary screen, cell-based, luminescence, SF-1 (NR5A1), full-length DAX-1; inhibition, % at 6.8 µM; 1.1% of 370,000 active; AID 652010, 2013; HEK293T StAR-luciferase reporter, SF-1/DAX-1 repression relief;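 active means inhibition above the mean over all tested compounds plus 3 SD, cut at about 3.6% in these data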;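 further: 0% = DAX-1 cells with DMSO and 100% = cells lacking DAX-1 with DMSO; higher inhibition means more luminescence from relief of DAX-1 repression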
ssDAF12 agonist = S. stercoralis DAF-12 nuclear receptor activators, primary screen, cell-based, luminescence, HEK293, GRIP1 co-expression, lit1-tk-luc | Nuclear hormone receptor DAF-12 (Strongyloides stercoralis) | HEK293 ssDAF-12/GRIP1 lit1-tk-luc reporter; % of 3 µM dafachronic acid response | 1% of 370,000 active | activation, % at 6.8 µM;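 active means activation above the mean over all tested compounds plus 3 SD, cut at about 0.9% in these data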;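 further: 0% = DMSO-only wells and 100% = 3 µM delta7-dafachronic acid wells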
hgDAF-12 ag = H. glycines DAF-12 receptor agonists, primary screen, cell-based, luminescence, HEK293, GAL4 fusion, UAS-luciferase; Nuclear hormone receptor DAF-12 (Heterodera glycines), GAL4 fusion; HEK293 GAL4-hgDAF12 UAS-luciferase reporter, agonist luminescence; normalized to butyrate control; activation, % at 6.8 µM; 1.8% of 370,000 active;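 active means activation above a cutoff set at the mean of all screened compounds plus 3 SD, cut at about 10% in these data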;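 further: 0% = DMSO wells and 100% = sodium butyrate wells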
ADAM17 inh = ADAM17 inhibitors, primary screen, biochemical, QFRET. Disintegrin and metalloproteinase domain-containing protein 17 (Homo sapiens), P78536. AID 720648, 2013. recombinant ADAM17, EDANS/DABCYL FRET peptide cleavage. inhibition, % at 6.95 µM. 0.83% of 370,000 active;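 active means inhibition above the mean of compounds lying between control limits plus 3 SD, set per campaign, cut at about 8.5% in these data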;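 further: 0% = DMSO-only wells as the low control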
SMARCA2 activ = SMARCA2 (BRM) function activators, primary screen, cell-based, luminescence, high throughput; activation, % at 9.1 µM; 1% of 370,000 active; MG213 cells, MMTV-luciferase reporter, dexamethasone, overnight; in the data active means activation above about 7.8%;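 further: 0% = vehicle wells and 100% = reference activator wells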
DAX1 inh-2 = DAX1 (NR0B1) inhibitors, primary screen, cell-based, HEK293, Gal4-DAX1, luciferase luminescence | HEK293 Gal4-DAX1 luciferase reporter | inhibition, % at 6.75 µM | 0.99% of 340,000 active | AID 504766, 2011;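 active means inhibition above the mean over all tested compounds plus 3 SD, cut at about 4.2% in these data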;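 further: 0% = DAX1-transfected cells with DMSO and 100% = empty-vector control cells with DMSO; inhibition shows as a rise in luminescence from relieved DAX1 repression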
MBD2 inh = inhibitors of MBD2 binding to methylated DNA, primary screen, biochemical, TR-FRET, DNA-binding domain, human | inhibition, % at 4.4 µM | Methyl-CpG-binding domain protein 2 (Homo sapiens), Q9UBB5 | 0.31% of 370,000 active | MBD2 binding to methylated oligonucleotide; in the data active means inhibition above about 13%
An asterisk follows results filed as active; / = no result given.

Values in the order – PLCg1 inh, PLCb3 inh, NR1D1 modulator, hcDAF-12 act, DAX1 inh-1, ssDAF12 agonist, hgDAF-12 ag, ADAM17 inh, SMARCA2 activ, DAX1 inh-2, MBD2 inh
> CCOC(=O)c1c(OCCO)noc1N
 : 4, 4, -7, -1.7, 0.2, -1.4, -0.5, 1, 3, -0.4, 3
> CCCNC(=O)Nc1ccc2c(c1)N(C)C(=O)c1ccccc1S2
 : 3, 1, -3, -1.4, -0.8, -0.8, 1.6, 0, -4, -0.1, 0
> CCn1cc(S(=O)(=O)Nc2ncccn2)cn1
 : 0, -4, 0, 1.4, 1.2, -1.2, 1.0, 2, -1, 1.0, -6
> CC1CC(C)CN(S(=O)(=O)c2ccc(NC(=O)C3CSC4(C)CCC(=O)N34)cc2)C1 (stereo not given)
 : 2, -2, 0, -2.2, -0.9, -0.6, 0.0, 0, 0, 0.2, 0
> O=S(=O)(c1cccc2nsnc12)N1CCc2ccccc2C1
 : 4, -2, -3, -1.7, -1.1, -1.5, 1.9, -2, -3, -1.4, 3
> Cc1cc(C)cc(NS(=O)(=O)c2ccc(Oc3ncc(C(F)(F)F)cc3Cl)cc2)c1
 : -2, -2, 7, -2.0, 0.3, -1.2, -2.0, 11*, -4, -1.3, 3
> O=C(c1cc(-c2ccc(O)cc2)on1)N1CCN(c2ccc(F)cc2)CC1
 : 0, -1, 1, -1.1, -0.9, -1.2, 1.8, 2, -1, -1.0, -7
> COc1cc2c(cc1OC)C(NC(=O)C(F)(F)F)C/C2=N\O (stereo not given)
 : -1, -2, -3, -0.4, 0.9, -1.0, 2.4, 0, -1, -0.8, 3
> COc1cccc(NC(=O)CN(C)C(=O)CC2CCCC2)c1
 : -3, -6, -6, -1.0, -0.6, -1.3, 0.4, -3, -4, -1.4, 1
> C#Cc1ccc([C@@H]2C=C(C(=O)N3CCN(Cc4ccc5c(c4)OCO5)CC3)O[C@H](OCC)[C@H]2CCCO)cc1
 : -1, -2, 0, -1.8, -0.6, -1.8, -2.7, -1, 0, -1.4, 2
> O=C(Nc1c(-c2ccccc2)[nH][nH]c1=O)c1ccc(Br)cc1
 : -1, -4, 2, -1.7, -0.3, -1.3, -1.2, -1, -3, /, -4
> CCn1cc(CNC(=O)NC2CCCCC2)c(C)n1
 : 5, 3, 1, 1.2, 1.4, -1.5, 1.5, -2, 12*, 1.2, -1
> CC(=O)c1ccc(S(=O)(=O)NCC2CCN(C(=O)C(=O)c3cccs3)CC2)cc1
 : 0, -1, -2, -1.5, -0.6, -0.8, -0.2, -6, -5, /, 0
> CC1CC(C)CN(C(=O)c2cccc(N3C(=O)c4ccccc4C3=O)c2)C1 (stereo not given)
 : 4, -3, 4, 0.4, 4.3*, -1.3, -1.2, 3, -4, 0.4, -4
> O=C1CCCC2=C1C(Cc1ccccc1)C1=C(CCCC1=O)O2
 : 0, -1, 5, 0.9, 0.6, -1.8, -1.5, -1, -2, 1.0, 0
> Cc1noc(C)c1S(=O)(=O)N1CCC(C(=O)N2CCN(Cc3ccc4c(c3)OCO4)CC2)CC1
 : 2, 2, 2, -1.6, -0.7, -0.9, -0.8, -3, -1, 0.3, 0
> CCCNC(=O)Cn1c(=O)oc2ccccc21
 : 3, 1, 2, -1.9, -0.2, -0.8, -0.5, -1, 0, 1.2, -1
> O=C(O)c1cc(-c2cccs2)[nH]n1
 : 0, -1, -2, -0.4, -0.3, 0.1, 15*, -1, -1, 0.8, 5
> COC(=O)[C@H](Cc1ccccc1)NC(=O)NCCc1ccc(S(N)(=O)=O)cc1
 : 3, 5, 8, -1.6, -0.7, -1.4, 2.5, -2, 1, 1.5, 2
> Cc1ccc(-c2ccnc3c(Br)c(C)nn23)cc1
 : -37, -64, -5, 0.5, 0.2, -0.5, 2.4, -2, -3, -0.8, 1

Next part:
Values in the order – PLCg1 inh, PLCb3 inh, NR1D1 modulator, hcDAF-12 act, DAX1 inh-1, ssDAF12 agonist, hgDAF-12 ag, ADAM17 inh, SMARCA2 activ, DAX1 inh-2, MBD2 inh
> CN(CC(=O)Nc1cccc(F)c1)CC(=O)N1CCc2ccccc21
 : -1, -7, 7, 2.0, 0.1, -0.5, 3.3, -4, 0, -0.1, 0
> COC(=O)C1CCN(C(=O)COC(=O)c2oc3ccccc3c2C)CC1
 : 0, -7, -4, 1.2, 0.3, -0.4, 1.2, -3, -4, 0.1, 1
> COC(C[C@@H]1O[C@@H]1C(=O)[C@H](C)OCc1ccccc1)OC
 : 2, 2, -4, 0.5, -0.1, -1.4, 1.3, 1, 1, 1.6, -5
> Cc1cc(C)c(S(=O)(=O)Nc2cccc(/C=C/C(=O)O)c2)c(C)c1
 : -8, -8, -1, -1.6, -0.8, -1.6, 0.7, -7, -2, -0.2, 3
> COc1cccc(CN2CC(C(=O)NCCOc3cccnc3)CCC2=O)c1 (stereo not given)
 : 4, -7, -1, 0.2, 3.3, -1.7, -1.3, 8, -1, -0.1, -3
> COc1ccc(CCNC(=O)C2CC(c3ccccc3[N+](=O)[O-])=NO2)cc1 (stereo not given)
 : 2, 2, 0, 7.6*, 0.7, 1.3*, 8.0, -1, 5, 3.7, -2
> O=C1NN=C2CCCCCCCCCCC12 (stereo not given)
 : 0, -1, 2, 0.1, 0.3, -0.7, -4.6, -5, -1, 0.3, 2
> Oc1[nH]c(N=C2N=c3ccccc3=N2)c2ccccc12
 : -30, -34, 4, 2.5, -0.7, 0.6, 1.0, -2, 14*, -1.0, -2
> COc1ncnc2c1ncn2CCCNCC(c1ccccc1)c1ccccc1
 : 0, -2, -1, -3.4, -1.0, -0.8, 1.7, -3, 0, 0.0, -4
> CN(C)S(=O)(=O)n1cc(/C=C(\NC(=O)c2ccccc2)C(=O)NCCCN2CCOCC2)c2ccccc21
 : -1, -52, 15, -0.7, 0.0, -0.8, -0.7, 1, 2, 0.3, -7
> c1ccc(-c2nc(-c3cccnc3)cs2)cc1
 : 3, -3, 4, 3.4, 1.4, -0.5, 5.5, -4, 7, 1.0, -5
> CCc1ccccc1S(=O)(=O)Cc1ccc(C(=O)NCc2ccc3c(c2)OCO3)o1
 : -5, -5, 1, -1.8, -1.0, -1.8, -2.5, -3, -3, -0.2, -4
> COc1ccc(C(=O)N(C)C(C)c2nccs2)cc1OC1CCN(C(C)=O)CC1 (stereo not given)
 : 4, 4, 7, -0.3, 0.4, -0.1, 0.1, 2, -5, 0.7, 2
> CN(C)c1ccc(/C=N/NC(=O)CCC(=O)NCc2ccccc2)cc1
 : -45, -51, -9, 0.6, 0.1, -1.5, 1.1, -92, 1, 0.4, -1
> O=C1CCCC(=O)N1c1ccc(NCCOCCO)c([N+](=O)[O-])c1
 : 7, -1, 0, -0.4, 0.1, -1.3, -1.0, 2, -5, 0.8, -13
> COc1ccc(S(=O)(=O)N2CCCC(C(=O)NC3CCCCC3)C2)cc1 (stereo not given)
 : 0, 0, -1, -1.0, -0.4, -1.1, 1.4, -2, -3, -0.8, -3
> O=C(NCC1COc2ccccc2O1)C1CCN(S(=O)(=O)c2ccc(Cl)cc2)CC1 (stereo not given)
 : 3, 0, 5, 0.7, -1.4, -1.1, 0.1, -1, -3, 0.0, 1
> CC(=O)c1cccc(NS(=O)(=O)c2cc(OCC(N)=O)c(C)cc2Cl)c1
 : -2, -4, 1, -0.1, -0.9, -1.2, -1.8, -2, -3, -0.4, -5
> O=C(CN(Cc1ccc(F)cc1)C(=O)Cn1nnc2ccccc21)NCC1CCCO1 (stereo not given)
 : 2, 2, -2, -0.2, -0.5, -1.7, 1.5, -5, -1, 0.9, -2
> COCCN(C(=O)c1cc(-c2ccncc2)nc2ccccc12)c1c(N)n(CC(C)C)c(=O)[nH]c1=O
 : -5, -4, 3, 2.2, 1.3, -1.1, 1.4, -5, 2, -0.5, -1

Continuation.
Values in the order – PLCg1 inh, PLCb3 inh, NR1D1 modulator, hcDAF-12 act, DAX1 inh-1, ssDAF12 agonist, hgDAF-12 ag, ADAM17 inh, SMARCA2 activ, DAX1 inh-2, MBD2 inh
> CN(C)C=Nc1nonc1-c1ccc(Cl)cc1
 : 2, -2, -5, -0.7, 0.6, -1.9, 1.2, 0, -3, 1.4, 0
> O=C(NCCc1ccccc1)c1ccc2nc(N3CCOCC3)sc2c1
 : 2, 2, -3, -2.4, 0.7, -1.5, 14*, -2, -2, -0.2, 3
> O=C(Nc1ccccc1NC(=O)NC1CCCCC1)NC1CCCCC1
 : 8, -1, -3, -0.6, 0.2, -1.7, 0.5, -8, 4, 1.6, 9
> COc1ccc(C(C)(C)C)cc1NC(=O)Nc1ccc2c(c1)OCO2
 : 3, 2, 4, -2.7, -0.8, -1.3, 0.1, 10*, 0, 1.1, -2
> C=CCN1C(=O)c2[nH]nc(-c3ccccc3)c2C1c1ccc(C)cc1 (stereo not given)
 : 4, -1, -2, -0.4, 0.4, -1.0, -0.2, -2, -4, /, 1
> O=C(O)CC(CNS(=O)(=O)c1cccc2nsnc12)c1ccccc1 (stereo not given)
 : 2, 6, 1, -1.6, -0.4, -1.2, -1.0, 0, 0, /, 0
> COc1ccc(NC(=S)NC2CCS(=O)(=O)C2)cc1 (stereo not given)
 : 0, -1, -1, -1.1, 0.1, -1.1, -2.0, 0, 0, 0.2, 0
> O=C(N/N=C/c1cc(O)ccc1[N+](=O)[O-])c1ccc2c(c1)OCCO2
 : 4, -2, 1, 3.8, 3.6*, -0.5, 18*, 4, 4, 0.4, -12

Entries listed so far marked active in ssDAF12 agonist.
| compound | PLCg1 inh | PLCb3 inh | NR1D1 modulator | hcDAF-12 act | DAX1 inh-1 | ssDAF12 agonist | ADAM17 inh | SMARCA2 activ | DAX1 inh-2 | MBD2 inh |
| --- | --- | --- | --- | --- | --- | --- | --- | --- | --- | --- |
| COc1ccc(CCNC(=O)C2CC(c3ccccc3[N+](=O)[O-])=NO2)cc1 (stereo not given) | 2 | 2 | 0 | 7.6* | 0.7 | 1.3* | -1 | 5 | 3.7 | -2 |

Hits appear at their usual frequency. About 7.4% of those tested had a hit in this group.
